# iPSC survival up – enhancers of human iPSC single-cell survival; hiPSC single-cell survival, ATPlite luminescence; 100% = ROCK inhibitor wells, 0% = DMSO; survival enhancement, % at 20 µM; 360,000 compounds, 0.044% hits; in the data active means survival enhancement above about 18%;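 further: cells exposed to compounds for 16 hours before the ATP read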
# PDI inh – blocks human protein disulfide isomerase activity; inhibition, % at 10 µM; PDI insulin aggregation turbidity, A650, 90 min; AID 588391; 350,000 compounds, 0.052% hits;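 active means mean inhibition across replicates of 30% or more, whatever share of single replicates reach that level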;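 further: absorbance from insulin aggregation driven by PDI reduction with DTT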
# Target sequence (P07237 whole entry, looked up): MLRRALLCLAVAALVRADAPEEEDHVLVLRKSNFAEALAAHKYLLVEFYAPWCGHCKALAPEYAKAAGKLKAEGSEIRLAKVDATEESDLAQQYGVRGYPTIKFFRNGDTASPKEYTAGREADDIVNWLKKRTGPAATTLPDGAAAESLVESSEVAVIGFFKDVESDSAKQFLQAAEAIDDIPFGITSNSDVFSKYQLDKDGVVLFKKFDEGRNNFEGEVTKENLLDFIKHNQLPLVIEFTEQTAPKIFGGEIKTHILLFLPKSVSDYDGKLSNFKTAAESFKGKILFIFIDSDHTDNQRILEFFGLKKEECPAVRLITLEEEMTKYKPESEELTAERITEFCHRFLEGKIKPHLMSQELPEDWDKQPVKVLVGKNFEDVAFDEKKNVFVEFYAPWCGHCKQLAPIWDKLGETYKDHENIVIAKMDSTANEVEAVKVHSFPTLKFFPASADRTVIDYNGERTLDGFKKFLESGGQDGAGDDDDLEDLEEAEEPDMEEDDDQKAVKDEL
# NR2E3 ag-1 – NR2E3 (human) agonism. Q9Y5X4. GST-NR2E3/biotin-RetCOR TR-FRET, 1536-well. inhibition of corepressor binding, % at 4.78 µM. 320,000 compounds, 0.12% hits. AID 2300;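 active means percent inhibition above the cutoff of mean plus 3 SD of all tested compounds, set per screening campaign, cut at about 20% in these data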;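 further: 0% = DMSO wells and 100% = biotin wells as full block of FRET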
# Target sequence (Q9Y5X4 whole entry, looked up): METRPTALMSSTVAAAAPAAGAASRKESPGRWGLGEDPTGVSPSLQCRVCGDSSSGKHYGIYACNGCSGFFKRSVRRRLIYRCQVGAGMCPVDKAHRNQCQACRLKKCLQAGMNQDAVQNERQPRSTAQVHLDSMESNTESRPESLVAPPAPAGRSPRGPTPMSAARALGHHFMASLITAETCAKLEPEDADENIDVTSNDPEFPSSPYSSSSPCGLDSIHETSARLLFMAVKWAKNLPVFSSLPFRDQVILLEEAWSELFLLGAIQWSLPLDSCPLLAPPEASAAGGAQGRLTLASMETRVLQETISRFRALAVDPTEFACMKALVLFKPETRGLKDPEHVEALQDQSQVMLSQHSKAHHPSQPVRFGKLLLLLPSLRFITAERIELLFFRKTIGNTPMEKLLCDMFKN
#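 System: GST-tagged NR2E3 plus biotinylated RetCOR corepressor; Buffer or medium: pH 7.5 Tris-based buffer; Probe or stimulus: RetCOR corepressor, biotinylated, 7 nM; Doses: compound at 4.8 µM, single dose; Schedule: 5 h incubation at 4 °C; Technique: time-resolved FRET; Evaluation: percent inhibition of TR-FRET ratio; Replication: one well per compound, singlicate testing.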
# NR2E3 ag-2 – activates human NR2E3 receptor | 360,000 compounds, 0.35% hits | AID 602229 | CHO-S Gal4-NCOR/VP16-NR2E3 two-hybrid, luciferase | inhibition of corepressor binding, % at 3.98 µM;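 active means inhibition above the mean of all tested compounds plus 3 SD, cut at about 70% in these data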;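 further: 0% = DMSO with NR2E3 transfected cells and 100% = cells lacking NR2E3 construct; higher means lower luciferase signal from less NR2E3 corepressor binding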
# aDG glyco act – alpha-DG glycosylation activation; Pro5-aDG cells, alpha-DG glycosylation AlphaScreen (IIH6); 0% Pro5, 100% B10-LARGE cell signal; activation, % at 10 µM; 360,000 compounds, 0.22% hits; AID 624168;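 active means activation of at least 8% versus controls, or a plate z-score of at least 8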;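 further: Pro5 are CHO cells carrying HIG-tagged alpha-DG that lacks glycosylation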
# HIF-2a block – blocks HIF-2a reporter activity; 786-0 RCC cells HIF-2a reporter, luciferase luminescence, overnight; inhibition, % at 18.8 µM; 360,000 compounds, 0.72% hits; AID 624352;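 active means inhibition of the luminescence signal of 40% or more relative to plate controls, in a single-dose primary screen at 18.75 µM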
# Peg3 prom inh – reduces Peg3 promoter-driven luciferase expression in HeLa; HeLa PEG-Prom luciferase reporter, luminescence, overnight; inhibition, % at 20 µM; 360,000 compounds, 1.7% hits; AID 588405;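 active means inhibition of at least 50% at 20 µM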
# CaV13 FRET inh – Primary screen for inhibitors of IQ motif and Ca2+-dependent inactivation inhibitor domain binding in CACNA1D, Förster resonance energy transfer in living cells, …. HEK cells, CFP/YFP FRET ICDI-IQ, plate reader, 10 min; percent FRET-ratio fall versus neutral wells. AID 743397. inhibition, % at 12.3 µM. 340,000 compounds, 0.098% hits;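 active means mean replicate inhibition of at least 30% and at least 1% of replicates passing that level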;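 further: 0% = median of the neutral control wells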
# Vif imaging – HIV Vif inhibition | 340,000 compounds, 0.35% hits | HEK293T cells, Vif self-association by quenched fluorescence, imaging, 24 h | AID 602346 | inhibition, % at 7.49 µM; in the data active means inhibition above about 50%, passing the limit was not always enough; further: some results filed as inactive read as strong as hits
# TRPM1 prom inh – MITF TRPM1 promoter inhibition in SK-MEL-5 cells | SK-MEL-5 TRPM1 promoter luciferase, 24 h | inhibition, % at 12.5 µM | 330,000 compounds, 0.83% hits | AID 488899;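 active means mean inhibition across replicates of 60% or more, whatever share of single replicates reaches that level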; further: values of inactives mirror those of a sister screen read the other way
# Exocytosis inh – lytic granule exocytosis inhibition | inhibition, % at 10 µM | TALL-104 LAMP-1 surface exposure, flow cytometry; cells stimulated with thapsigargin and PMA | 360,000 compounds, 0.66% hits | AID 651702;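 active means inhibition above about 55%, limit read from the data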
# Active calls of the source: *; nt = not tested or not shown.
no.	Structure	iPSC survival up	PDI inh	NR2E3 ag-1	NR2E3 ag-2	aDG glyco act	HIF-2a block	Peg3 prom inh	CaV13 FRET inh	Vif imaging	TRPM1 prom inh	Exocytosis inh
1	Cc1c(NCc2cccnc2)cccc1C(=O)O	0.4	3	-5	-5	-0.1	23	1	-12	0	5	2
2	COc1cc(C(=O)N2CCC(C(N)=O)CC2)ccc1OCc1c(C)noc1C	-1.7	9	nt	16	0.0	2	-5	-5	16	1	-1
3	CCCCOc1ccc(C(O)C(CN2CCCCC2)c2ccccc2)cc1 (stereo unspecified)	-2.1	6	4	1	1.5	5	-12	-7	4	-6	-3
4	CCOc1ccc(C(=O)Nc2nnc(SCC(=O)NCC3CCCO3)s2)cc1 (stereo unspecified)	-0.6	7	4	-44	0.1	55*	21	-10	-17	48	1
5	Cc1cccc(C)c1Nc1nnc(SCc2nc3ccccc3s2)s1	-2.3	10	0	-132	-0.2	-241	-238	-8	13	-8	-1
6	COc1ccccc1C(=O)COC(=O)CN1C(=O)NC2(CCCC2)C1=O	-0.3	-2	-1	-9	-0.1	16	2	-3	21	-1	14
7	CCOC(=O)C1=C(CSc2nccn2C)NC(=O)NC1c1ccc2c(c1)OCO2 (stereo unspecified)	1.1	-1	0	-21	0.1	19	21	-1	-5	5	-1
8	CCC1Oc2ccc(C)cc2N(CC(=O)NCc2cc(OC)ccc2OC)C1=O (stereo unspecified)	-1.6	1	2	-14	0.3	7	18	nt	15	2	3
9	Cc1nn(-c2ccc(C(=O)Nc3nnc(C4CC4)s3)cc2)c(C)c1Cl	0.6	-11	3	-12	0.3	4	0	-6	-8	4	3
10	Cc1ccc(NS(=O)(=O)c2ccc(OCC(=O)NCc3ccccn3)cc2)cc1	2.7	-1	1	-18	-0.1	16	20	nt	-4	-6	2
11	COc1ccc(Cl)cc1CC1(C)C(=O)Nc2c(Cl)cccc21 (stereo unspecified)	1.5	2	nt	11	0.0	14	0	-5	nt	nt	-4
12	COc1ccc(C(=O)NC(Cn2ccnc2)C(C)(C)C)cc1OC1CCN(C(C)C)CC1 (stereo unspecified)	0.4	3	1	5	-0.2	0	5	-5	-1	1	-2
13	Cc1ccc(CN2CCN(CCCn3cccn3)CC2CCO)cc1 (stereo unspecified)	-0.3	3	-2	-21	-0.2	10	17	-1	-2	-1	-2
14	Cc1nc(SCC(=O)NCC2CCCO2)nc(C)c1C (stereo unspecified)	0.3	4	nt	-23	0.1	11	-6	-5	-2	7	-2
15	Cc1sc2nc(CN3CCOCC3)nc(NCCc3ccccc3)c2c1C	-1.4	-16	2	35	1.4	7	14	-9	-11	-2	2
16	N#Cc1c(-n2cccc2)cccc1-n1cccc1	-1.5	-2	-2	1	-0.2	-16	-41	-5	-2	0	0
17	CC(C)(C)C(=O)NC1CC2CCCC(C1)N2C(=O)Nc1ccccc1 (stereo unspecified)	-0.8	8	-4	-1	0.1	15	2	-20	15	8	-1
18	COc1ccc(OC)c(NC(=O)Cc2cccs2)c1	0.2	-1	0	-4	0.1	-12	0	-4	10	-1	-8
19	O=C(CSc1ccccc1)NCc1ccco1	-2.9	8	2	-12	0.0	-19	-13	-5	-1	-19	-8
20	O=C(N/N=C/c1ccc[nH]1)c1sc2ccccc2c1Cl	2.7	-53	2	-81	0.1	-255	-141	-5	-9	-2	-5

# More structures
no.	Structure	iPSC survival up	PDI inh	NR2E3 ag-1	NR2E3 ag-2	aDG glyco act	HIF-2a block	Peg3 prom inh	CaV13 FRET inh	Vif imaging	TRPM1 prom inh	Exocytosis inh
21	Cc1cccc(N2CCN(C(=O)c3noc4c3COc3ccc(C)cc3-4)CC2C)c1 (stereo unspecified)	-2.9	nt	-1	-26	-0.6	-11	35	-18	nt	6	0
22	CSc1nsc(SCC(=O)N2CCCCC2)n1	-0.7	11	-1	-55	0.2	-156	-129	1	6	-52	-4
23	CN1C(=O)N(c2nnc(C(C)(C)C)s2)C(=O)C1c1ccccc1 (stereo unspecified)	-0.5	-13	-2	11	0.6	8	11	-15	-4	8	0
24	COc1ccc(C(=O)OCC(=O)NCC2CCCCC2)cc1S(=O)(=O)N1CCCc2ccccc21	-0.4	8	0	-12	-0.1	7	19	nt	-1	11	2
25	CCN1CCN(C(=O)N(CC(=O)Nc2ccc(C(N)=O)cc2)S(=O)(=O)c2ccc(C)cc2)CC1	-0.4	-7	nt	-12	0.1	-8	-6	nt	8	-7	-3
26	CCOC(=O)C1=C(C(F)(F)F)Nc2ncnn2C1c1cc(OC)c(OC)cc1OC (stereo unspecified)	-0.1	16	-1	-16	-0.3	13	11	-4	-4	0	1
27	O=C(Cc1ccccc1[N+](=O)[O-])NCCC1=CCCCC1	0.7	1	-1	-57	0.0	-51	-32	-6	-1	-3	0
28	S=C(NCCc1ccccc1)NCCN1CCOCC1	0.1	-13	1	-19	0.0	-19	-18	-2	-6	-10	-15
29	O=C(NCC1CCCO1)c1ccc2c(c1)N(Cc1ccc(Cl)cc1)CCS2 (stereo unspecified)	2.8	-5	nt	-7	-0.1	13	24	-7	-5	nt	13
30	Cc1ccc2c(c1)nc(NCCCO)n2C	5.9	4	-1	14	-0.2	-8	-11	1	-12	-8	-1
31	CCCn1c(SCC(=O)NC23CC4CC(CC(C4)C2)C3)n[nH]c1=O	0.4	4	2	-14	0.0	10	13	-5	-2	7	-4
32	COc1ccc(-n2c(Cc3cccn3C)nnc2SCC(=O)N2CCCC2)cc1	1.7	nt	4	-17	0.1	-19	6	-2	2	nt	4
33	COc1cc(OC)c(N(C)C(=O)c2cc3c(s2)-c2ccccc2S(=O)(=O)C3)cc1Cl	0.9	nt	3	-13	-0.5	0	18	-2	-30	1	1
34	CNC(=O)COc1ccc(S(=O)(=O)Nc2ccccc2)cc1	2.7	1	0	13	0.1	2	14	-5	-10	5	2
35	Cc1nc2ccc(NC(=O)Cc3cccs3)cc2s1	-2.5	-4	1	-67	0.1	-210	-271	-5	4	-86	-1
36	CC1=CC(C)C2COC(c3ccc[n+](C)c3)C1C2C (stereo unspecified)	0.2	3	3	3	0.2	15	-3	-3	2	9	3
37	CC(=O)c1nnn(-c2ccc([N+](=O)[O-])cc2C)c1C	-3.5	5	4	-25	0.2	15	-8	-6	1	6	-2
38	O=C(NNC(=O)c1ccccc1Cl)c1ccncc1	0.4	11	-2	13	-0.1	8	1	-1	-1	4	1
39	Cc1ccc(C)c(S(=O)(=O)ON2C(=O)c3ccccc3C2=O)c1	-4.2	-9	4	4	-0.5	68*	56*	-8	3	40	2
40	COc1ccc(N(CC(=O)Nc2ccc(F)cc2F)S(=O)(=O)c2c(C)nn(C)c2C)cc1	-0.3	-6	5	-1	0.0	5	6	-3	-7	-6	-3

# Records 21 to 31 from above:
no.	Structure	iPSC survival up	PDI inh	NR2E3 ag-1	NR2E3 ag-2	aDG glyco act	HIF-2a block	Peg3 prom inh	CaV13 FRET inh	Vif imaging	TRPM1 prom inh	Exocytosis inh
21	Cc1cccc(N2CCN(C(=O)c3noc4c3COc3ccc(C)cc3-4)CC2C)c1 (stereo unspecified)	-2.9	nt	-1	-26	-0.6	-11	35	-18	nt	6	0
22	CSc1nsc(SCC(=O)N2CCCCC2)n1	-0.7	11	-1	-55	0.2	-156	-129	1	6	-52	-4
23	CN1C(=O)N(c2nnc(C(C)(C)C)s2)C(=O)C1c1ccccc1 (stereo unspecified)	-0.5	-13	-2	11	0.6	8	11	-15	-4	8	0
24	COc1ccc(C(=O)OCC(=O)NCC2CCCCC2)cc1S(=O)(=O)N1CCCc2ccccc21	-0.4	8	0	-12	-0.1	7	19	nt	-1	11	2
25	CCN1CCN(C(=O)N(CC(=O)Nc2ccc(C(N)=O)cc2)S(=O)(=O)c2ccc(C)cc2)CC1	-0.4	-7	nt	-12	0.1	-8	-6	nt	8	-7	-3
26	CCOC(=O)C1=C(C(F)(F)F)Nc2ncnn2C1c1cc(OC)c(OC)cc1OC (stereo unspecified)	-0.1	16	-1	-16	-0.3	13	11	-4	-4	0	1
27	O=C(Cc1ccccc1[N+](=O)[O-])NCCC1=CCCCC1	0.7	1	-1	-57	0.0	-51	-32	-6	-1	-3	0
28	S=C(NCCc1ccccc1)NCCN1CCOCC1	0.1	-13	1	-19	0.0	-19	-18	-2	-6	-10	-15
29	O=C(NCC1CCCO1)c1ccc2c(c1)N(Cc1ccc(Cl)cc1)CCS2 (stereo unspecified)	2.8	-5	nt	-7	-0.1	13	24	-7	-5	nt	13
30	Cc1ccc2c(c1)nc(NCCCO)n2C	5.9	4	-1	14	-0.2	-8	-11	1	-12	-8	-1
31	CCCn1c(SCC(=O)NC23CC4CC(CC(C4)C2)C3)n[nH]c1=O	0.4	4	2	-14	0.0	10	13	-5	-2	7	-4

# Arranged by the number under NR2E3 ag-1 (highest first): 3 from the list above.
no. | Structure | NR2E3 ag-1
40 | COc1ccc(N(CC(=O)Nc2ccc(F)cc2F)S(=O)(=O)c2c(C)nn(C)c2C)cc1 | 5
36 | CC1=CC(C)C2COC(c3ccc[n+](C)c3)C1C2C (stereo unspecified) | 3
34 | CNC(=O)COc1ccc(S(=O)(=O)Nc2ccccc2)cc1 | 0

# (listing goes on)
no.	Structure	iPSC survival up	PDI inh	NR2E3 ag-1	NR2E3 ag-2	aDG glyco act	HIF-2a block	Peg3 prom inh	CaV13 FRET inh	Vif imaging	TRPM1 prom inh	Exocytosis inh
41	O=C1c2ccccc2C(=O)N1OS(=O)(=O)c1ccc(F)cc1	0.1	0	-3	-8	-0.3	29	61*	-14	-17	42	1
42	O=C(NC(=S)Nc1ccccc1N1CCOCC1)c1cccs1	4.0	1	-3	-22	-0.1	13	18	-3	-4	15	-1
43	CCCc1cc(C(=O)OC)c(NC(=O)CCC(=O)O)s1	0.6	-10	-3	-1	-0.3	17	7	-5	4	-3	-2
44	CCOC(=O)C(CC)/C(C)=N\NC(=O)CCC(=O)Nc1ccc(Cl)cc1Cl (stereo unspecified)	0.5	-1	0	-33	-0.2	10	-2	1	0	nt	-3
45	CCCCC(NC(=O)Cc1c(C)c2cc3c(C)c(C)oc3c(C)c2oc1=O)C(=O)O (stereo unspecified)	-0.5	-1	1	-6	-0.1	20	3	-16	-2	3	-12
46	Cc1cc(C)c2c(CC(=O)O)c(C)[nH]c2c1	0.6	1	3	14	0.0	18	10	-9	-4	5	-3
47	CCOC(=O)c1c(C)nc(C)c(C(=O)OCC)c1-c1cccc([N+](=O)[O-])c1	5.1	-7	nt	-46	0.2	13	18	-6	7	nt	-10
48	CC1CN(C(=O)c2ccccc2OCc2ccc(Cl)cc2Cl)CC(C)O1 (stereo unspecified)	0.2	2	-1	6	-0.1	2	11	-6	-9	10	-8
49	CCn1c(CNc2nc3ccccc3n2C(C)C)nc2ccccc21	-3.2	-3	2	-13	0.4	15	9	-8	0	-13	2
50	Cc1cc(C)nc(NC(=S)NC(=O)c2ccccc2)n1	-0.5	-58	-1	-17	-0.2	-203	-150	-10	0	-24	2

# Screening data from PubChem BioAssay.
